# Screens: PubChem BioAssay, several laboratories
# NR2E3 ag-1 = human photoreceptor-specific nuclear receptor agonism | hit rate 0.35% among 360,000 | Q9Y5X4 | AID 602229 | CHO-S Gal4-NCOR/VP16-NR2E3 two-hybrid, luciferase | inhibition of corepressor binding, % at 3.98 µM;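 active = inhibition above the mean of all tested compounds plus 3 SD, cut at about 70% in these data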;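 note: 0% = DMSO with NR2E3 transfected cells and 100% = cells lacking NR2E3 construct; higher means lower luciferase signal from less NR2E3 corepressor binding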
# Target sequence (Q9Y5X4 whole entry, looked up, the tested form may be a part): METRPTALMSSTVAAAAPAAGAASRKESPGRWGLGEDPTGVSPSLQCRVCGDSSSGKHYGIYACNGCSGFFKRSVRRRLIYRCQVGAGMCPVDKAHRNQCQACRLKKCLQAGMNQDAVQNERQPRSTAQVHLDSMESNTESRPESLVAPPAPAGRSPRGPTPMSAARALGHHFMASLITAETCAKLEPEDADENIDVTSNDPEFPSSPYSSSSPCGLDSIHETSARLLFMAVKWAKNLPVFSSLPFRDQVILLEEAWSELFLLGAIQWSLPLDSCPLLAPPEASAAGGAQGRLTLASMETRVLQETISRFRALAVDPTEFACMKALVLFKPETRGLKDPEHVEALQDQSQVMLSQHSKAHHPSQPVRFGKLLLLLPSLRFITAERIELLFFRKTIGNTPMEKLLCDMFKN
# PDI turbidity = blocks human protein disulfide isomerase activity; P07237; PDI insulin aggregation turbidity, A650, 90 min; inhibition, % at 10 µM; hit rate 0.052% among 350,000; AID 588391;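 active = mean inhibition across replicates of 30% or more, whatever share of single replicates reach that level; inconclusive = mean inhibition below 30% while every single replicate reaches 30%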;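 note: absorbance from insulin aggregation driven by PDI reduction with DTT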
# Target sequence (P07237 whole entry, looked up): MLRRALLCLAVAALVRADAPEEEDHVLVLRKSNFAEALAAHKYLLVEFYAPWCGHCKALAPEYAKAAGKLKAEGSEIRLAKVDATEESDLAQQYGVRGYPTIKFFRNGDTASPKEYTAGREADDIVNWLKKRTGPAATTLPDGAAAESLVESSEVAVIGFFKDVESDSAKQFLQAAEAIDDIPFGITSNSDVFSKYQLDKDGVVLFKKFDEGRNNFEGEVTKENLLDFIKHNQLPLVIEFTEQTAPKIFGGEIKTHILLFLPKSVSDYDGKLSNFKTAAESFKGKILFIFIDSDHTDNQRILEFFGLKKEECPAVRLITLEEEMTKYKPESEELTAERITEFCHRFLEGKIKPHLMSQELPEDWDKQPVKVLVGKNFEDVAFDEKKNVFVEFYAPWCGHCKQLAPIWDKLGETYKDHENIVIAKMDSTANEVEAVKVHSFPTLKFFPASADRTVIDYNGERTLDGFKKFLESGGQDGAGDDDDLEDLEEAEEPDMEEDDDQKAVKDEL
# HIF-2a block = blocks HIF-2a reporter activity. 786-0 RCC cells HIF-2a reporter, luciferase luminescence, overnight. inhibition, % at 18.8 µM. hit rate 0.72% among 360,000. AID 624352;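 active = inhibition of the luminescence signal of 40% or more relative to plate controls, in a single-dose primary screen at 18.75 µM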
# KKLEB tox = counter-screen for CF NF-kB inhibitors: cytotoxicity; hit rate 0.36% among 360,000; activity change (cytotoxicity), % at 5 µM; AID 602141; KKLEB CF airway cells viability, ATPlite luminescence, overnight; hits give low values; cells stimulated with P. aeruginosa culture filtrate;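 active = corrected activity change at or below -50% at 5 µM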
# CaV13 ICDI inh = Disruptors of the CACNA1D IQ motif to Ca2+-dependent inactivation inhibitor domain association, primary screening, Förster resonance energy transfer in intact living … | HEK cells, CFP/YFP FRET ICDI-IQ, plate reader, 10 min; percent FRET-ratio fall versus neutral wells | inhibition, % at 12.3 µM | hit rate 0.098% among 340,000 | AID 743397;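 active = mean replicate inhibition of at least 30% and at least 1% of replicates passing that level; inconclusive = only one of the two criteria is met; inactive = neither criterion is met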;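 note: 0% = median of the neutral control wells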
# CF NFkB inh = cystic fibrosis NF-kB activation inhibition; KKLEB NF-kB-GFP reporter, PAF-induced, GFP fluorescence overnight; inhibition, % at 5 µM; hit rate 0.86% among 360,000; AID 588850;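 active = at least 50% inhibition at 5 µM, scaled per plate between neutral and stimulator controls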;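 note: PAF is a Pseudomonas aeruginosa culture filtrate used as stimulus; plate controls were PAF-stimulated DMSO wells for no effect and unstimulated DMSO wells for full effect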
# Peg3 promoter = Peg3 promoter activity inhibition. HeLa PEG-Prom luciferase reporter, luminescence, overnight. inhibition, % at 20 µM. hit rate 1.7% among 360,000. AID 588405;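 active = inhibition of at least 50% at 20 µM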
# Shn3 inh set2 = inhibitors of Schnurri-3 3'UTR reporter in osteoblasts | Clone20 osteoblast Shn3 3'UTR firefly luciferase, 24 h | inhibition, % at 12.5 µM | hit rate 0.52% among 360,000;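 active = mean inhibition of at least 75% with every replicate also reaching 75%; inconclusive = mean inhibition at least 75% but some replicate below; inactive = mean inhibition below 75%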;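 note: 0% = median of neutral control wells and 100% = pilot-screen positive control compound; some compounds past the cut are filed as inactive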
# MITF TRPM1 inh = reduces MITF-dependent TRPM1 promoter luciferase signal; AID 488899; SK-MEL-5 TRPM1 promoter luciferase, 24 h; inhibition, % at 12.5 µM; hit rate 0.83% among 330,000;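 active = mean inhibition across replicates of 60% or more, whatever share of single replicates reaches that level; inconclusive = some that reach 60%, reason not given; inactive = mean inhibition across replicates below 60%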; note: values of inactives mirror those of a sister screen read the other way
# NR2E3 ag-2 = agonists of human nuclear receptor NR2E3 | Q9Y5X4 | GST-NR2E3/biotin-RetCOR TR-FRET, 1536-well | inhibition of corepressor binding, % at 4.78 µM | hit rate 0.12% among 320,000 | AID 2300;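 active = percent inhibition above the cutoff of mean plus 3 SD of all tested compounds, set per screening campaign, cut at about 20% in these data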;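 note: 0% = DMSO wells and 100% = biotin wells as full block of FRET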
#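 Material: NR2E3–RetCOR corepressor complex | Quantity: 1.35 nM GST-tagged NR2E3 final | Schedule: 5 h at 4 °C | Replication: Singlicate compound wells | Reagent: RetCOR corepressor, biotinylated, 7 nM | Controls: Biotin wells as high control, 0.6% DMSO wells as low control | Signal: TR-FRET, Eu(K)-anti-GST donor, streptavidin-D2 acceptor, ex 340, em 617/671 nm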
# Vif imaging = inhibitors of HIV Vif. HEK293T cells, Vif self-association by quenched fluorescence, imaging, 24 h. inhibition, % at 7.49 µM. hit rate 0.35% among 340,000. AID 602346; in the data active = inhibition above about 50%, passing the limit was not always enough; inconclusive = no clear call, values can overlap the other calls; inactive = below about 31%; note: some results filed as inactive read as strong as hits
# An asterisk follows results filed as active; ? = inconclusive; · = no result given.
Structure	NR2E3 ag-1	PDI turbidity	HIF-2a block	KKLEB tox	CaV13 ICDI inh	CF NFkB inh	Peg3 promoter	Shn3 inh set2	MITF TRPM1 inh	NR2E3 ag-2	Vif imaging
CCN(CC(=O)Nc1ccc(OC)cc1)C(=O)Cc1ccc(OC)c(S(=O)(=O)N2CCOCC2)c1	-4	-1	-35	0	-12	22	-32	-14	0	-1	-6
NS(=O)(=O)c1ccc(NC(=O)c2cc(-c3cc(Cl)ccc3O)n[nH]2)cc1	-23	-1	-5	22	-20	-21	-7	-7	-2	·	4
COc1ccc(C(=O)NCC(c2ccco2)N2CCc3ccccc32)cc1OC (configuration not stated)	0	0	23	5	-4	-10	24	25	6	-3	-5
CN(C(=O)COC(=O)c1ccc2c(c1)OCCO2)C1CCCCC1	-11	-5	-29	-4	-6	-17	-54	-47	8	·	2
CCN(C(=O)COc1ccc(C)cc1OC)c1cccc2ccccc12	14	-4	11	-20	-5	21	-3	27	6	·	57*
COCCn1c(C)cc2c(c1=O)C(c1ccccc1F)C(C#N)=C(N)O2 (configuration not stated)	0	-9	19	-8	-6	-1	-13	-10	8	-1	-3
CC(=O)Nc1cccc(OCC(O)Cn2c(C)nc3ccccc32)c1 (configuration not stated)	-7	-3	17	-7	-5	-2	11	4	3	-1	1
O=C1NC[C@H](Cc2ccccc2)N(C[C@@H]2CCCN2C[C@H](Cc2ccccc2)N2C[C@H](Cc3ccccc3)N(CCc3ccccc3)C(=O)C2=O)C1=O	7	·	-2	5	-7	4	20	1	·	·	14
CCOC(=O)N1CCN(C(=O)C2CCC(CNS(=O)(=O)c3ccc(Cl)cc3)CC2)CC1 (configuration not stated)	3	-4	12	15	·	-3	14	-13	2	0	-10
CCOc1ccc(N(C(=O)/C=C/C(=O)Nc2cc(C)on2)C(C(=O)NC2CCCC2)c2ccccc2C)cc1 (configuration not stated)	-29	-2	-3	-17	-8	15	42	5	26	1	-4
Cc1cccnc1C(NC(=O)C1CCN(Cc2ccccc2)CC1)c1ccc(F)cc1 (configuration not stated)	21	-10	9	-9	-5	2	2	-2	·	·	-4
C/C(=N/NC(=O)c1ccccc1O)c1ccc(N2C(=O)C3CCCCC3C2=O)cc1 (configuration not stated)	-94	5	-10	6	·	7	-14	-55	5	4	28
Cc1nn(CC(=O)N2CCN(c3ccccc3)CC2)c(=O)c2cccn12	-1	·	8	17	-7	-15	13	-21	·	1	?
COc1ccc(C(=O)N2CCCC(CCC(=O)NCc3ccc(F)c(F)c3)C2)o1 (configuration not stated)	-25	5	-118	-1	-6	-7	-72	-18	-24	3	2
O=C1CCN(Cc2ccccc2)CCN1[C@H](CO)Cc1ccccc1	13	4	1	-4	-6	8	9	0	-2	5	-2
CC1CCN(C(=O)COc2cccc3c2CCN(C)C3=O)CC1	-14	4	2	-8	-6	-19	-4	-3	11	-1	-10
CN1CCc2nc3ccc(Cl)cc3c(-c3ccccc3Cl)c2C1	-22	-1	31	1	-4	-15	25	17	13	2	5
O=S(=O)(c1ccc(N2CCOCC2)c(Cl)c1)N1CCOCC1	-19	4	-7	-4	-2	-9	-4	-13	10	-1	-5
COc1ccc(CC(=O)Nc2ncc([N+](=O)[O-])s2)cc1OC	-21	-2	-5	5	-2	0	17	14	-7	0	-8
CC(C)=NOc1nc(NC(=O)NS(=O)(=O)c2ccccc2Cl)nc(N(C)C)n1	28	2	8	-5	-20	6	9	2	2	-2	-3
COC(=O)C1=CN(CC2CCCO2)C=C(C(=O)OC)C1c1ccccc1C(F)(F)F (configuration not stated)	-34	-2	15	-10	-3	-8	15	10	6	2	11
Cc1nn(CC(=O)N(C)Cc2ccc(F)cc2)c(C)c1[N+](=O)[O-]	2	3	14	13	-6	-15	3	15	-1	3	-5
O=S(=O)(Nc1ccc(C(O)(C(F)(F)F)C(F)(F)F)cc1)c1ccc(Cl)c2nonc12	0	34*	15	-27	·	45	98*	-10	·	·	·
CC(C)n1c(CSCc2ccc(Cl)cc2Cl)n[nH]c1=S	-3	3	19	8	-4	8	11	-23	-8	1	-4
CC1=C(c2ccc(F)cc2)[N+](=O)C(C)(C)N1[O-]	5	14	13	13	-2	4	1	1	-42	-1	5
O=C(O)/C=C/C(=O)NCCNc1ncc(C(F)(F)F)cc1Cl	6	-7	14	12	-6	-7	11	-35	-17	0	1
COc1cccc(C(=O)NCCS(=O)(=O)NCc2ccccn2)c1	-8	-1	7	-7	-14	-16	9	15	-2	-1	2
COc1ccccc1C(C#N)c1cccc(Cl)n1 (configuration not stated)	-37	-5	4	7	-4	-5	-6	-8	-2	4	-8
Cc1ccccc1-n1c(C)nnc1SCc1nc2ccccc2s1	-95	-3	-305	-2	-8	12	-211	-40	-18	3	3
CC(C)c1ccccc1OCCCN1CCCC1	-23	-6	13	5	-5	-2	9	-8	4	1	-6
CC(=O)n1cc(CO)c2ccccc21	-37	·	19	4	·	-6	-8	-3	11	-1	-5
COCCCN(C(=S)NC(=O)c1ccc(Br)cc1)c1c(N)n(Cc2ccccc2)c(=O)[nH]c1=O	-31	0	-1	8	-2	-1	-8	16	2	0	22
Cn1c(CCNC(=O)c2ccccc2)nc2ccccc21	-10	9	-20	7	·	-18	-8	12	-7	-3	·
CSCCCN1CCCC(CO)(Cc2ccccc2F)C1 (configuration not stated)	-3	10	18	7	27	2	11	9	4	9	4
O=C(NC1CCCC1)c1ccccc1-c1nc2ccccc2[nH]1	-12	-3	7	5	-5	-7	0	-5	-4	1	-3
O=C(c1cccc(-n2cccc2)c1)N1CCN(S(=O)(=O)c2ccc(F)cc2)CC1	16	0	7	5	-4	13	16	5	2	0	24
COc1cccc(-c2ccc3nnc(SCC(=O)N4CCCC4)n3n2)c1	-42	-21	14	-24	-6	-9	11	6	8	1	-10
Cc1nc2sc(C(c3ccco3)N3CCN(c4ccc(F)cc4)CC3)c(O)n2n1 (configuration not stated)	-13	·	3	17	-8	-7	12	-1	·	0	0
COc1ccc(C(=S)N2CCN(c3ccccc3Cl)CC2)cc1OC	3	-2	4	16	-3	-8	13	19	0	3	-4
O=C(OCC(=O)N1CCc2ccccc21)C1CCCN1S(=O)(=O)c1ccc(Cl)cc1 (configuration not stated)	-18	4	7	-2	-4	-7	-19	-15	6	2	20
O=Cc1cccn1-c1ccc2ccccc2c1	-32	1	-80	1	2	12	-62	-25	-12	-3	4
Cn1c(=O)c2c(-c3ccccc3)n(-c3ccc(N)cc3)cc2n(C)c1=O	-19	·	10	-10	-6	2	12	32	·	·	0
O=C(CC12CC3CC(CC(C3)C1)C2)NCC(=O)OCc1cc(=O)oc2ccc3ccccc3c12	-21	-13	20	10	-15	-32	-16	-10	-27	1	-3
CCS(=O)(=O)Nc1cccc(C2=NN(S(=O)(=O)c3ccc(F)cc3)C(c3cccs3)C2)c1 (configuration not stated)	0	3	17	-12	-3	7	22	-2	5	2	-21
O=S(=O)(c1ccccc1)c1nc(-c2ccco2)oc1NCc1ccco1	-14	2	8	-1	·	1	10	10	-10	-4	·
CC(CN1CCCCC1)OC(=O)C1c2ccccc2Oc2ccccc21 (configuration not stated)	-4	-10	18	4	-4	-5	-10	-3	7	-1	·
O=C(NCCCN1CCCC1)c1ccc2c(c1)N(Cc1cccc(Cl)c1)C(=O)c1ccccc1S2=O (configuration not stated)	-13	7	20	-4	-2	15	40	6	8	0	16
C[n+]1cc[nH]c1SCC(=O)c1ccc(Cl)cc1	-43	3	-150	15	-5	-13	-122	-19	-30	3	-16
Cc1nn(C)c(Oc2cccc(Cl)c2)c1C#N	-1	8	20	4	-3	4	16	0	-5	3	2
CCCN1C(=O)c2cc(C(=O)O)ccc2C1O (configuration not stated)	-16	·	2	14	1	-12	-10	-33	6	2	·

# Next part:
Structure	NR2E3 ag-1	PDI turbidity	HIF-2a block	KKLEB tox	CaV13 ICDI inh	CF NFkB inh	Peg3 promoter	Shn3 inh set2	MITF TRPM1 inh	NR2E3 ag-2	Vif imaging
COc1cc(OC)cc(-c2cn[nH]c2N)c1	7	-5	13	-1	-4	-9	-10	-7	3	-1	-1
O=C(NCc1ccccn1)c1cccc(S(=O)(=O)N2CCCCC2)c1	-13	-8	3	0	-2	-14	2	8	1	0	6
O=C(/C=C\Nc1ccc2c(c1)OCO2)c1ccc(Cl)s1	-62	0	-338	-23	3	-35	-255	-10	-50	1	14
CN(Cc1ccccc1)c1ccc(S(=O)(=O)N2CCOCC2)cn1	2	-2	-2	0	·	-11	3	-31	-10	2	-2
CC(=O)c1c(C)[nH]c(C(=O)OCC(=O)Nc2nnc(-c3ccccc3)o2)c1C	2	6	6	9	-18	-17	8	7	-2	2	-1
CCC(CC)C(=O)NCCc1ccc(OC)c(OC)c1	5	13	21	1	-5	-9	9	11	-2	-1	-4
CCc1ccc(C(=O)NNC(=S)Nc2ccc(S(N)(=O)=O)cc2)s1	1	-2	-10	1	-5	-10	-5	5	0	1	-3
CCOC(=O)C1(CCOc2ccccc2)CCN(Cc2ccc(C#CCCO)cc2)CC1	7	-7	2	-8	-19	-2	16	20	19	0	-2
COC(=O)C1=CN(c2ccc(OC)cc2)C=C(C(=O)OC)C1c1ccc([N+](=O)[O-])cc1	7	3	-3	-9	·	8	16	32	5	·	-2
COC(=O)CSc1nnc(CNS(=O)(=O)c2ccc(Cl)cc2)n1C	8	-11	5	-18	-1	10	10	-7	-2	1	-5
CCOc1ccc(NC(=O)CSc2nc(C)cc(C)n2)cc1	-13	-1	5	8	-10	-11	13	7	0	-1	2
Cc1ccc(NC(=O)CCNS(=O)(=O)c2ccc3c(c2)oc(=O)n3C)c(C)c1	-28	8	-1	-7	-5	7	-3	-25	-4	2	1
O=C(NCC1CCCO1)c1ccc2c(=O)n(Cc3cccc(Br)c3)c(=S)[nH]c2c1 (configuration not stated)	-5	-11	20	-29	-3	30	36	31	6	-4	-5
C/C(N)=C(/C#N)C(=O)CSc1nnnn1-c1ccccc1	-7	4	-44	0	·	-1	-27	-2	14	1	4
CCCCC(=O)Nc1cccc(NC(=S)NC(=O)COc2ccccc2Cl)c1	-11	1	-23	-9	4	-13	-32	-1	-4	-2	11
